Source: PubChem (several laboratories)
GDH-TPI inh – inhibits GDH-TPI coupling enzymes, artifact for Mtb FBA screen. GDH-TPI coupled enzyme counterscreen, NADH absorbance. AID 588335. actives 1.2% (n = 360,000). inhibition, % at 4.8 µM;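 also: 0% = DMSO wells and 100% = wells lacking the enzyme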
MazF activator – MazEF (E. coli) toxin RNase activation. FAM/BHQ RNA-DNA oligo cleavage fluorescence, 5 h. actives 0.32% (n = 350,000). activation, % at 20 µM; in the data active = activation above about 50%
Target sequence (P0AE70 whole entry, looked up): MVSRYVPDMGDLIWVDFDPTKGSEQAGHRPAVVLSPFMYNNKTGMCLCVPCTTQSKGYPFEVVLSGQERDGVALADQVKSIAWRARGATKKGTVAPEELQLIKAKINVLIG
BoNT-F LC inh – blocks Botulinum neurotoxin F light chain protease; Multiplex microsphere protease cleavage assay, flow cytometry; inhibition, % at 10 µM; actives 0.22% (n = 360,000); AID 588497; in the data active = inhibition above about 35%, passing the limit was not always enough; inconclusive = no clear call, values can overlap the other calls; also: plate controls were buffer without enzyme for full effect and enzyme alone for no effect
BioA inh – inhibitors of Mycobacterium tuberculosis BioA enzyme; purified M. tuberculosis BioA enzyme, plate reader; inhibition, % at 9.99 µM; actives 0.096% (n = 360,000); AID 602481; in the data active = inhibition above about 40%; inconclusive = no clear call, values can overlap the other calls
FadD28 FP inh – inhibitors of Mycobacterium tuberculosis FadD28 bisubstrate binding. FadD28 bisubstrate probe binding, fluorescence polarization. inhibition, % at 12.5 µM. actives 0.22% (n = 360,000); in the data active = inhibition above about 8.5%, passing the limit was not always enough; inconclusive = no clear call, values can overlap the other calls
UGM FP inh – Mtb UDP-galactopyranose mutase inhibition; P9WIQ1; purified UGM, fluorescence polarization probe displacement; inhibition, % at 10 µM; actives 0.06% (n = 320,000); AID 504406; in the data active = inhibition above about 10%, passing the limit was not always enough; inconclusive = no clear call, values can overlap the other calls
Target sequence (P9WIQ1 whole entry, looked up): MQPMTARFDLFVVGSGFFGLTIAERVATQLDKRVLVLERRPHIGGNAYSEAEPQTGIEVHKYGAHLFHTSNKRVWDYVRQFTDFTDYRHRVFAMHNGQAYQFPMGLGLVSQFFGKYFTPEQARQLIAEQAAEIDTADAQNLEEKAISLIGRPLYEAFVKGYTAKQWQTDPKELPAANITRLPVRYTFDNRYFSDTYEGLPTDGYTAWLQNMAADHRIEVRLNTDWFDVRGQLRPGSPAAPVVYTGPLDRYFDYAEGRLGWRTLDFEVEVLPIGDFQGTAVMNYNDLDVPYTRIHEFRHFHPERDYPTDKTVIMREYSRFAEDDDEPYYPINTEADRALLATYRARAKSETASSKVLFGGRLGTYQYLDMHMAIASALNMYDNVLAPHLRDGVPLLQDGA
CCHF vOTU inh – blocks the CCHF virus ovarian tumor domain protease | CCHFV vOTU protease, Pep-AMC fluorescence | actives 0.55% (n = 370,000) | AID 651958 | inhibition, % at 11.5 µM; also: 0% = vehicle wells with enzyme and 100% = no enzyme wells
Mtb FBA inh – Mtb fructose-bisphosphate aldolase inhibition | inhibition, % at 1 µM | actives 2.3% (n = 360,000) | purified M. tuberculosis FBA, fluorescence read-out | P9WQA3; in the data active = inhibition above about 27%;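 also: 0% = vehicle and 100% = reference inhibitor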
VHR inh abs – inhibitors of human VHR1 phosphatase (DUSP3). inhibition, % at 13.3 µM. recombinant VHR phosphatase, pNPP absorbance. AID 1654. actives 0.52% (n = 290,000). P51452; in the data active = inhibition above about 50%; also: some compounds called inactive have numbers as strong as hits
Target sequence (P51452 whole entry, looked up): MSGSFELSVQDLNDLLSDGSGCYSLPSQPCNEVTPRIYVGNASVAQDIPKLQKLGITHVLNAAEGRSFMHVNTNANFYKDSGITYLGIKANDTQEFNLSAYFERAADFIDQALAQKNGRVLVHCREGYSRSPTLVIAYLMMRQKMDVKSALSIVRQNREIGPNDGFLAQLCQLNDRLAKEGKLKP
Rv3671c protease – inhibitors of M. tuberculosis serine protease Rv3671c. P9WHR9. inhibition, % at 5.96 µM. actives 0.048% (n = 320,000); in the data active = inhibition above about 38%;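 also: extracellular domain of Rv3671c used as enzyme; 0% = enzyme with DMSO and 100% = no enzyme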
Target sequence (P9WHR9 whole entry, looked up, the tested form may be a part): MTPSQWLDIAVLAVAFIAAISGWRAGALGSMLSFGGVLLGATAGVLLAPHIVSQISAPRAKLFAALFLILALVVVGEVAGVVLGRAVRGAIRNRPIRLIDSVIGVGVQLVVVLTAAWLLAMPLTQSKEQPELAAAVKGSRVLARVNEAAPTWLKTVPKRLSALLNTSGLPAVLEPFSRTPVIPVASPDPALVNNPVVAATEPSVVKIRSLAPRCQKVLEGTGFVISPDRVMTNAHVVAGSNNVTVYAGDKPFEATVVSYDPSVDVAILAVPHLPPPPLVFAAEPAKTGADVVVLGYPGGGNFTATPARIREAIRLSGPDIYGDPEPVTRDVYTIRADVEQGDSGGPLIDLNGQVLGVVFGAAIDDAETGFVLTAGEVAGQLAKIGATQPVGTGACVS
* hit, by the source's call; ? = inconclusive; . = no result given; & = joins results of further samples. Rule as the data show it, unless noted: active = inhibition above about 30%; inactive = the rest.

A first look (4 entries):
SMILES	GDH-TPI inh	MazF activator	BoNT-F LC inh	BioA inh	FadD28 FP inh	UGM FP inh	CCHF vOTU inh	Mtb FBA inh	VHR inh abs	Rv3671c protease
Cc1ccc(S(=O)(=O)CCc2nnc(N)s2)cc1C	-8	-8	-13	3.2	-1.6	-0.9	9	5	22	9
Cc1nn(-c2ccccc2)c(N2CCCC2)c1/C=C1\N=C(c2ccc(OC(C)C)cc2)OC1=O	-4	-29	1	0.7	-4.0	6.1	-1	-4	13	-7
CSCCC(NC(=O)COc1ccccc1)C(=O)N1CC(C)OC(C)C1 (centres undefined)	5	-3	8	-0.7	-2.0	2.4	-7	1	.	-9
O=C(Nc1ncccn1)c1cccc(F)c1	6	-24	?	4.5	-1.5	-0.9	-3	-1	26	1

Results, repeating the preview:
SMILES	GDH-TPI inh	MazF activator	BoNT-F LC inh	BioA inh	FadD28 FP inh	UGM FP inh	CCHF vOTU inh	Mtb FBA inh	VHR inh abs	Rv3671c protease
Cc1ccc(S(=O)(=O)CCc2nnc(N)s2)cc1C	-8	-8	-13	3.2	-1.6	-0.9	9	5	22	9
Cc1nn(-c2ccccc2)c(N2CCCC2)c1/C=C1\N=C(c2ccc(OC(C)C)cc2)OC1=O	-4	-29	1	0.7	-4.0	6.1	-1	-4	13	-7
CSCCC(NC(=O)COc1ccccc1)C(=O)N1CC(C)OC(C)C1 (centres undefined)	5	-3	8	-0.7	-2.0	2.4	-7	1	.	-9
O=C(Nc1ncccn1)c1cccc(F)c1	6	-24	?	4.5	-1.5	-0.9	-3	-1	26	1
CCn1c(=S)sc2c(=O)n(CC(=O)NC(C)CCc3ccccc3)c(C)nc21 (centres undefined)	6	1	-6	-0.7	-1.1	-1.9	13	-2	-17	-6
COC(=O)[C@]1(Cc2ccccc2)N[C@H](CN(C)C(=O)Nc2ccc(Cl)cc2)[C@@H]2C(=O)N(C)C(=O)[C@@H]21	5	-4	4	-0.8	-2.6	.	-4	2	.	3
Cc1ccc(C)c(NC(=O)c2cc3ccccn3n2)c1	12	7	-4	-0.5	-0.4	-2.5	0	3	19	3
COc1ccccc1NC(=S)N1CCN(c2ccccc2F)CC1	-3	1	?	0.8	0.5	-2.0	4	-1	19	.
Cc1ccc(NC(C(N)=O)c2c(C)[nH]c(=O)[nH]c2=O)cc1 (centres undefined)	-3	4	-7	-0.3	-0.6	2.8	4	3	-9	-1
Cc1ccc2c(c1)N(CC(=O)NCCCN1C(C)CCCC1C)C(=O)c1cccnc1O2 (centres undefined)	-2	-6	1	-2.4	0.9	-2.4	-2	-3	41	-3

A second format for 2 compounds above:
Values in the order: GDH-TPI inh	MazF activator	BoNT-F LC inh	BioA inh	FadD28 FP inh	UGM FP inh	CCHF vOTU inh	Mtb FBA inh	VHR inh abs	Rv3671c protease
- O=C(Nc1ncccn1)c1cccc(F)c1
    6	-24	?	4.5	-1.5	-0.9	-3	-1	26	1
- CCn1c(=S)sc2c(=O)n(CC(=O)NC(C)CCc3ccccc3)c(C)nc21 (centres undefined)
    6	1	-6	-0.7	-1.1	-1.9	13	-2	-17	-6

Later entries.
SMILES	GDH-TPI inh	MazF activator	BoNT-F LC inh	BioA inh	FadD28 FP inh	UGM FP inh	CCHF vOTU inh	Mtb FBA inh	VHR inh abs	Rv3671c protease
CCOC(=O)CN(C(=O)CCC(=O)Nc1cc(C)on1)C(C(=O)NC1CCCC1)c1cccnc1 (centres undefined)	5	-7	6	-4.4	-0.6	-0.8	-5	0	15	-5
O=C(NCC(=O)N(c1cccc(F)c1)C(C(=O)NC1CCCC1)c1cccnc1)c1ccco1 (centres undefined)	-7	3	5	-1.0	.	2.1	6	0	32	4
Cc1ccc(COc2ccc(C)nc2[N+](=O)[O-])cc1	10	-10	-3	-0.5	-1.8	3.0	-3	-1	22	-8
COc1ccc(-c2cn(CCC(=O)NCc3ccc(C)cc3)c(CCN)n2)cc1	-4	2	-12	-0.4	-4.5	-2.3	4	-2	.	-8
N#CC1=C(N)OC2=C(CC/C2=C\c2ccccc2)C1c1ccccc1 (centres undefined)	2	-231	4	-2.5	-1.0	-1.4	-6	15	4	-4
Cc1nnc2sc(SCc3cccc(Cl)c3)nn2c1=O	22	-4	4	0.5	-0.4	0.6	-6	-1	19	6
O=C(NCC1CCCO1)c1ccc(NC(=O)c2cccc(Br)c2)cc1 (centres undefined)	7	8	6	-1.4	-2.7	-2.9	-9	-1	2	-16
CCn1cc(C=O)c2cc(S(=O)(=O)N3CCOCC3)ccc21	4	2	-9	.	-2.1	-0.2	-11	0	33	12
COc1ccc(C2(CNC(C)=O)CCOCC2)cc1OC	-14	9	-7	-0.6	-0.5	-1.1	-9	2	-9	-4
O=C(NC1CC1)C1=C[C@H](c2c[nH]c3ccccc23)C[C@H](OCc2ccc(CO)cc2)O1	-7	-8	0	2.2	-0.6	0.2	26	1	-13	-11
Cc1ccc2cc(C)c3nnc(SCC(=O)c4cccs4)n3c2c1C	-2	3	-8	.	0.5	2.7	3	-1	8	-21
CSc1ccccc1OCc1cc(C(=O)N(C)C(C)c2nc(C)cs2)no1 (centres undefined)	-8	-6	22	1.3	-0.5	-1.9	3	0	-2	-4
CCCCn1c(=O)[nH]c(=O)c2c1nc(-c1ccc(C(F)(F)F)cc1)n2C	-4	-9	-2	-2.2	-1.6	3.1	3	14	-6	4
Cc1cc(NC(=O)c2cccc(C(=O)Nc3cc(C)on3)n2)no1	5	1	0	.	0.3	-1.6	-5	-2	14	8
O=C1C=C(c2ccc(OC(F)(F)F)cc2)C[C@@H](c2ccc(Cl)cc2)C1	5	-5	1	1.9	-0.5	1.2	4	-1	.	-6
c1ccc2c(CNC3CCCCCC3)c[nH]c2c1	10	20	-16	-2.9	-3.0	0.4	1	3	32	-1
COc1ccc(CCNC(=O)c2cc(-c3ccccc3OC)on2)cc1OC	8	3	-5	-1.0	-2.8	1.5	-10	1	11	2
CN(c1ccccc1C(=O)NC1CC2CCC1C2)S(=O)(=O)c1ccccc1 (centres undefined)	4	6	-5	-1.5	-1.3	-0.8	-2	3	-4	-18
O=C(CSc1nc2c(c(=O)n1-c1ccc(Cl)cc1)SCC2)N1CCCC1	19	5	6	2.3	-1.5	1.0	4	2	29	-1
Cn1c(CN2CCN(C(=O)c3ccccc3Cl)CC2)nc2cc([N+](=O)[O-])ccc21	12	5	-3	0.7	-1.6	-2.4	-7	1	17	-5
Cc1ccc(NC(=O)CCN2CCC(Cc3ccccc3)CC2)cc1	-6	14	-17	-1.2	-4.6	0.5	-6	1	18	3
CCc1ccc(N(C(=O)c2snc(C(N)=O)c2N)C(C(=O)NCCC(C)C)c2c[nH]c3ccccc23)cc1 (centres undefined)	0	-1	1	-2.7	-0.5	0.3	-12	1	22	5
O=C(CSc1nc2ccc(Cl)cc2[nH]1)NC1CCCC1	-3	2	1	-0.6	-2.2	-0.7	-11	-1	-12	0
CCOc1ccc(NC(=O)NC2CCOC(C)(C)C2)cc1 (centres undefined)	1	5	-6	.	-3.4	-0.5	-1	-1	22	3
COc1cccc(OC)c1C(=O)Nc1cccc(-c2nc3ccccc3[nH]2)c1	2	10	-3	.	-14	1.3	4	3	29	-11
COCCNC(=O)C(c1ccc(F)cc1)N(CCOC)C(=O)CCC(=O)Nc1nccs1 (centres undefined)	5	-5	-60	-0.9	-0.4	0.2	-2	-1	27	5
Nc1c(C(=O)OCC(=O)Nc2ccccc2Br)[nH]c(=O)[nH]c1=O	16	6	-2	.	0.0	-1.6	-3	4	.	-3
CC1=C/C(=N\NC(=S)NCc2ccccc2)CC1	2	2	0	.	-2.3	-3.0	6	2	-7	-9
S=C(NCc1ccco1)Nc1cccc(Cl)c1Cl	-1	3	.	-0.8	-2.1	-0.7	1	-1	19	0
COc1ccc(NC(=O)c2cc(-c3ccccc3)nc3c2cnn3C(C)C)c(OC)c1	11	4	-10	-0.4	-0.2	-0.2	-5	-1	.	-11
C/C(=C\C(=O)O)CC(=O)O	2	0	-8	.	-3.3	-0.5	0	0	42	2
CCCCCC(=O)N1C[C@@H](O)[C@H](n2cc(C3CC3)nn2)C[C@@H]1c1ccc(OC)cc1	15	-5	-2	-0.2	-3.9	.	2	-1	.	.
Cc1ccc(NC(=O)c2cc(-c3ccco3)nc3ccccc23)cc1S(=O)(=O)N1CCOCC1	7	-7	-2	2.2	-3.4	0.3	-20	0	19	-11
COc1ccc(-c2ccc(C#N)c(SCC(=O)Nc3sc4c(c3C#N)CCC4)n2)cc1OC	10	33	10	0.3	-3.3	3.7	-11	8	7	-13
COc1c(Br)cc(Br)cc1C(=O)O	1	-1	-6	-0.8	-1.9	-0.7	-6	1	26	-2
CS(=O)(=O)N1CCC(C(=O)Nc2ccccc2Cl)CC1	7	2	?	-5.7	-0.6	-1.3	-10	5	22	.
CN(C)CCn1c2c(c(SCC(=O)Nc3ccc4c(c3)OCCO4)nc1=O)CCC2	3	6	-2	2.6	-0.9	1.2	2	3	.	1
COc1ccc2cc(C(c3nnnn3C3CCCC3)N3CCc4ccccc4C3)c(=O)[nH]c2c1 (centres undefined)	18	-25	-4	-0.5	-1.8	-2.8	14	2	26	-8
Cc1ccc(S(=O)(=O)N(C)C[C@@H]2Oc3ccc(NC(=O)CCC(F)(F)F)cc3CC(=O)N([C@@H](C)CO)C[C@@H]2C)cc1	8	3	-5	0.8&-4.7	-15	-0.4	7	2	.	-5
Cc1cc(N2CCN(C)CC2)nc2ccc(NC(=S)N3CCOCC3)cc12	10	5	-7	0.9	-4.6	-0.6	-30	17	7	9
COC(=O)c1ccc(C2C(C(=O)Nc3ccc(C)cc3C)=C(C)Nc3ncnn32)cc1 (centres undefined)	0	5	-4	-0.9	-0.9	0.4	9	6	29	-3
COc1ccc(OC)c(NC(=O)Cn2c(=O)oc3ccccc32)c1	1	-22	4	1.7	-1.9	0.1	0	-3	49	-10
Cc1ccc(S(=O)(=O)N2CCCCC2)cc1NC(=O)Cc1c[nH]c2ccccc12	8	1	-3	.	-1.6	0.8	9	-2	21	-9
COc1ccc(C(=O)COC(=O)c2ccc(Cl)nc2)cc1OC	9	-10	18	-1.9	-1.4	.	-5	3	.	.
Cc1cc(C=O)c(C)n1-c1ccc(N2CCOCC2)c([N+](=O)[O-])c1	7	2	-10	.	0.4	-1.0	0	-2	-8	0
COc1cc(/C=C/C(=O)O)cc(S(=O)(=O)NNC(=O)c2ccc3c(c2)OCO3)c1OC	-4	-4	1	-1.3	1.1	1.5	6	4	.	3
COc1ccc(CCCNC(=O)CC#N)cc1OC	4	2	-4	-0.6	-0.4	-4.7	8	0	32	-3
COC(=O)[C@@H]1C(c2c(OC)cc(OC)cc2OC)=NO[C@H]1C(=O)OC	10	0	4	-1.9	-4.1	-1.1	11	-3	21	1
CC12CCC(=O)N1C(C(=O)N1CCN(c3ccc([N+](=O)[O-])cc3)CC1)CS2 (centres undefined)	15	3	-10	.	0.1	-0.5	2	-8	.	-1
C/C(Cc1ccccc1)=N\NC(=O)CNC(=O)c1ccccc1Cl	24	6	.	1.7	-0.5	0.8	-3	3	13	-3

The list goes on.
SMILES	GDH-TPI inh	MazF activator	BoNT-F LC inh	BioA inh	FadD28 FP inh	UGM FP inh	CCHF vOTU inh	Mtb FBA inh	VHR inh abs	Rv3671c protease
COc1ccc(CCn2c(C)cc(C(=O)CCl)c2C)cc1OC	-2	3	-18	.	0.3	-1.4	-5	2	22	2
COc1ccccc1CCc1nnc(CCC(=O)N(C)Cc2ccncc2C)o1	1	6	1	.	0.1	1.6	-6	-2	-1	-1
O=c1[nH]c2ccc(NS(=O)(=O)c3ccc(F)c(Cl)c3)cc2[nH]1	8	4	-5	-7.0	.	2.5	5	2	65	-2
COc1ccccc1N1CCN(Cc2cc(=O)c(OCC(=O)Nc3ccccc3)co2)CC1	5	-4	-443	-1.8	-2.0	-2.5	-2	4	.	-1
CC1=C(C(=O)N2CCOCC2)C(c2ccccc2F)NC(=O)N1 (centres undefined)	-2	5	3	.	0.0	0.1	-4	2	3	0
COc1cc(/C=N/NC(=O)c2cc(C)oc2C)ccc1OCc1ccccc1	28	3	9	-0.2	-0.5	2.5	11	0	10	-9
CCOCC(=O)Nc1c(C(=O)N2CCN(c3ncccn3)CC2)oc2ccccc12	-3	6	6	0.1	-1.9	-2.2	7	-1	-17	3
